Assay outcomes as filed in PubChem.
SUMO1-SIM PPI – modulators of human SUMO1-mediated protein-protein interactions; P63165; SUMO1 binding to a labelled peptide, TR-FRET, 1 h; inhibition, % at 20 µM; actives 0.33% (n = 360,000); AID 602429; in the data active = inhibition above about 37%
CSN deneddyl inh – CSN deneddylation inhibition. Q92905. Purified CSN, SCF-Nedd8-OG deneddylation, fluorescence polarization. inhibition, % at 12.5 µM. actives 0.38% (n = 360,000). AID 651999;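 active = pattern-corrected inhibition above about 35%, with an unprinted fluorescence ratio check between 0.5 and 1.5, limit read from the data, passing the limit was not always enough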;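 also: 0% = enzyme with substrate and 100% = substrate without enzyme; some results filed as inactive read as strong as hits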
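Test system: Human Csn5 produced in HEK293T cells | Compound: 12.5 µM single point | Times: 90 min, room temperature | Signal: Fluorescence polarization readout | Read-out basis: % inhibition of substrate cleavage by Csn5 | Controls: no-enzyme wells high, enzyme-with-substrate wells low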
Rpn11 inh – Rpn11 (human) deubiquitinase inhibition | human 26S proteasome, Ub4-pepOG fluorescence polarization; 20S core pre-blocked with epoxomicin | actives 0.59% (n = 360,000) | O00487 | AID 588493 | calls only at 20 µM;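 active = inhibition at 20 µM, scaled to each plate's controls, above about 33%, limit read from the data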
DNMT1 inh – blocks human DNA methyltransferase DNMT1; P26358; DNMT1 molecular beacon, Hinp1I cleavage, fluorescence; inhibition (reported as % activation of signal), % at 10 µM; actives 0.83% (n = 360,000); AID 588458; in the data active = inhibition above about 50%
STEP block – blocks human striatal-enriched tyrosine phosphatase; P54829; recombinant STEP, OMFP fluorogenic substrate, fluorescence; inhibition, % at 20 µM; actives 0.25% (n = 360,000); AID 588621;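 active = inhibition at 20 µM, scaled per plate between control wells, above about 37%, limit read from the data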;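 also: 0% = DMSO with enzyme and substrate and 100% = substrate only without enzyme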
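Test system: STEP tyrosine phosphatase / Reagent: OMFP at 25 µM / Doses: 20 µM, 1% DMSO / Read-out: percent inhibition scaled to no-enzyme and uninhibited-enzyme controls, plate-pattern corrected / Detection: FITC-channel fluorescence of OMFP product / Medium: Bis-Tris buffer pH 6.0, 2.5 mM DTT, 0.005% Tween 20 / Schedule: 20 min at room temperature, dark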
Rin1 Abl inh – blocks binding of human Rin1 to Abl | P00519+Q13671 | TR-FRET Rin1/Abl binding, biochemical | inhibition, % at 7.35 µM | actives 0.4% (n = 360,000) | AID 588664; in the data active = inhibition above about 5%, passing the limit was not always enough
NadD inh – NadD (S. aureus) enzyme inhibition | purified NadD enzyme, colorimetric absorbance read-out | inhibition, % at 20 µM | actives 0.78% (n = 360,000) | AID 602399; in the data active = inhibition above about 26%; also: some compounds past the cut are filed as inactive
Neddyl block – blocks human cullin neddylation; P61081+Q13564; TR-FRET cullin neddylation, biochemical; calls only at 25 µM; actives 0.58% (n = 360,000); in the data active = inhibition above about 36%
LMPTP inh – blocks human LMPTP phosphatase; recombinant LMPTP-A, OMFP fluorogenic substrate, fluorescence intensity; inhibition, % at 20 µM; actives 0.22% (n = 360,000); AID 651560;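 active = compounds that cut the enzyme signal by at least half of the control window in the single-dose screen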;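 also: plate controls were DMSO wells with enzyme plus substrate for no effect and substrate without enzyme for full effect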
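Test system – LMPTP-A phosphatase enzyme · Quantity – 0.625 nM LMPTP-A final · Reagent – OMFP substrate, 400 µM final · Dosing – one test concentration per compound, 20 µM, with 3% DMSO overall · Timing – 50 min enzyme reaction at room temperature, protected from light · Detection – fluorescence intensity · Controls – substrate-only low control, DMSO enzyme-plus-substrate high control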
Scp1 inh – inhibitors of human Scp-1 phosphatase | Recombinant Scp1, phosphopeptide, malachite green phosphate absorbance | Q9GZU7 | actives 0.88% (n = 340,000) | inhibition, % at 20 µM;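 active = inhibition above about 50% at 20 µM, limit read from the data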;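 also: plate controls were DMSO wells with enzyme for no effect and wells lacking enzyme for full effect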
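Material: truncated SCP-1 phosphatase (76-261aa) / Buffer or medium: 50 mM Tris acetate pH 5.5, 0.005% Tween-20, 10 mM MgCl2 / Compound dosing: one concentration, 20 µM, with 1.0% DMSO / Incubation: 45 min room-temperature reaction, 5 min colour, 30 min stabiliser / Detection: colorimetric free-phosphate detection, absorbance 630 nm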
Numbers without * were called inactive; i = inactive; . = not tested or not shown; + = active, no number.

SMILES	SUMO1-SIM PPI	CSN deneddyl inh	Rpn11 inh	DNMT1 inh	STEP block	Rin1 Abl inh	NadD inh	Neddyl block	LMPTP inh	Scp1 inh
COc1cc(OC)cc(C(=O)Nc2ccc(Cn3ccnc3)cc2)c1	-2.3	0.1	i	-0.8	-1.6	-0.1	-5.4	i	-0.4	-6.8
O=C1CC(N2CCN(c3ccccc3F)CC2)C(=O)N1c1ccc2c(c1)OCCO2 (stereo not given)	-2.9	-4.5	i	-5.5	-0.1	-1.8	2.4	i	-0.3	1.4
CS(=O)(=O)n1nc(OC(=O)c2cc(Br)ccc2Cl)cc1N	0.4	-0.6	i	2.9	0.4	-4.9	-1.0	i	-0.6	-1.8
CC(NC(=O)c1ccco1)c1nc(-c2ccccc2Cl)no1 (stereo not given)	0.5	0.9	i	3.0	-0.3	-0.6	0.0	i	-0.3	-7.7
O=C1c2ccccc2C(=O)N1CCSc1nnc(-c2ccco2)n1Cc1ccccc1	-6.8	-1.6	i	-1.6	0.6	-0.5	-3.1	i	0.4	-4.4
CCCc1nc2ccccc2c(=O)n1-c1c(C)n(C)n(-c2ccccc2)c1=O	-6.5	-1.0	i	1.2	2.7	-3.1	2.0	i	-2.2	-3.3
CCN(CC(=O)Nc1ccc(NC(C)=O)cc1)C(=O)c1cc([N+](=O)[O-])ccc1Sc1ccc(Cl)cc1	-58.6	-2.9	i	-12.5	-2.5	-4.1	3.5	i	-8.7	-15.0
COc1ccccc1C(CNc1ccc(S(=O)(=O)N2CCCC2)cc1[N+](=O)[O-])N(C)C (stereo not given)	-33.9	-3.5	i	1.3	1.4	-3.5	-6.0	i	-0.8	-7.1
O=c1[nH]c(=S)[nH]c2c1C(c1ccc(Cl)cc1)OC(C1CCCCC1)C2 (stereo not given)	-6.1	-4.3	i	-6.8	2.7	-0.3	11.1	i	0.4	.
O=C(COc1ccc2ccc(=O)oc2c1)NCC(O)c1ccccc1 (stereo not given)	-7.5	-4.9	i	1.7	0.9	4.4	6.1	i	-0.9	-4.0

Taken from above:
In CSN deneddyl inh, O=c1[nH]c(=S)[nH]c2c1C(c1ccc(Cl)cc1)OC(C1CCCCC1)C2 (stereo not given) reads -4.3
In Rin1 Abl inh, O=C(COc1ccc2ccc(=O)oc2c1)NCC(O)c1ccccc1 (stereo not given) reads 4.4
In Rin1 Abl inh, CCCc1nc2ccccc2c(=O)n1-c1c(C)n(C)n(-c2ccccc2)c1=O reads -3.1

Complete entries from above. Order of values: SUMO1-SIM PPI | CSN deneddyl inh | Rpn11 inh | DNMT1 inh | STEP block | Rin1 Abl inh | NadD inh | Neddyl block | LMPTP inh | Scp1 inh
`COc1cc(OC)cc(C(=O)Nc2ccc(Cn3ccnc3)cc2)c1` across the screens: -2.3 | 0.1 | i | -0.8 | -1.6 | -0.1 | -5.4 | i | -0.4 | -6.8
`CCCc1nc2ccccc2c(=O)n1-c1c(C)n(C)n(-c2ccccc2)c1=O` across the screens: -6.5 | -1.0 | i | 1.2 | 2.7 | -3.1 | 2.0 | i | -2.2 | -3.3
`O=C1CC(N2CCN(c3ccccc3F)CC2)C(=O)N1c1ccc2c(c1)OCCO2` (stereo not given) across the screens: -2.9 | -4.5 | i | -5.5 | -0.1 | -1.8 | 2.4 | i | -0.3 | 1.4
`CC(NC(=O)c1ccco1)c1nc(-c2ccccc2Cl)no1` (stereo not given) across the screens: 0.5 | 0.9 | i | 3.0 | -0.3 | -0.6 | 0.0 | i | -0.3 | -7.7
`O=c1[nH]c(=S)[nH]c2c1C(c1ccc(Cl)cc1)OC(C1CCCCC1)C2` (stereo not given) across the screens: -6.1 | -4.3 | i | -6.8 | 2.7 | -0.3 | 11.1 | i | 0.4 | .

(listing goes on)
SMILES	SUMO1-SIM PPI	CSN deneddyl inh	Rpn11 inh	DNMT1 inh	STEP block	Rin1 Abl inh	NadD inh	Neddyl block	LMPTP inh	Scp1 inh
Cn1c(=O)n(C)c2cc(/C=N/N=C3/NC(=O)C(CC(=O)O)S3)ccc21 (stereo not given)	4.7	3.7	i	9.3	-1.2	-0.5	-1.8	i	0.7	-0.6
O=[N+]([O-])c1cccnc1N/N=C/c1ccccc1O	-6.1	-10.9	i	5.2	1.4	1.9	7.5	i	0.5	3.4
CCOC(=O)c1ccc(N/C=C2/CCCC(C)C2=O)cc1 (stereo not given)	-11.6	-2.4	i	-2.2	22.6	1.7	5.5	i	1.1	-3.4
COc1cc(NS(=O)(=O)c2c(C)[nH]c(C)c2C(=O)N2CCCC2)cc(OC)c1OC	-5.0	3.0	i	1.1	-0.8	1.1	0.6	i	-2.2	-8.6
CC(C)c1ccc(/C=C/C(=O)NC(=S)Nc2ccc(CN3CCOCC3)cc2)cc1	-4.1	-7.3	i	-7.5	6.2	0.8	1.9	+	4.7	1.2
Cc1cc(C)c(NC(=O)C2CCCO2)c(C)c1NC(=O)C1CCCO1 (stereo not given)	1.8	2.2	i	1.6	-1.7	0.7	-1.7	i	-1.4	-0.6
COc1ccccc1-n1c(SCC(=O)O)nc2sc3c(c2c1=O)CCC3	0.0	5.5	i	8.2	0.3	1.2	-6.4	i	-1.1	28.5
CCCc1nc(NCCCOCC)c2nnn(Cc3ccccc3)c2n1	5.5	-0.9	i	0.4	1.0	.	0.6	i	-0.4	-1.2
CC(C(=O)N1CCCCC1)N(C)CC(=O)Nc1ccc(Cl)cc1 (stereo not given)	-2.5	-3.5	i	-6.9	-3.1	1.3	-4.6	i	-1.1	-7.0
Cc1ccc(C(=O)NN=Cc2ccc3c(c2)OCO3)cc1	-12.8	-1.4	i	-3.8	-0.8	1.0	-1.9	i	-0.4	-9.5
Cc1cc(C)c(C(=O)CN2C(=O)NC3(CCCCC3)C2=O)cc1C	1.2	3.2	i	4.5	0.6	0.5	-4.1	i	4.5	-0.8
COc1ccc(-c2nc3c(C)cc(Br)cn3c2Cc2ccsc2)cc1OC	-0.1	4.4	i	-17.4	1.4	-18.7	1.9	i	2.1	.
COc1ccccc1N1CCN(CC(O)COc2ccc(S(=O)(=O)N3CCOCC3)cc2)CC1 (stereo not given)	-1.9	5.1	i	2.4	0.8	1.5	-7.7	i	-1.5	-2.6
CCc1nc2ccc(C(=O)Nc3ccc(NC(C)=O)cc3)cn2c1N(C)CCC(C)C	1.6	-2.2	i	-7.8	1.2	-0.1	1.3	i	1.9	.
COC(=O)c1cc2n(n1)CCN(Cc1cccc(OC)c1)C2=O	1.6	2.3	i	-0.4	-2.1	3.2	1.0	i	-0.3	-5.1
COc1cccc(C2C(C(=O)NCc3ccccc3)=C(C)Nc3ncnn32)c1 (stereo not given)	-1.1	0.0	i	4.0	-2.6	1.8	9.8	i	-1.2	-4.9
Cc1oc(-c2ccccc2F)nc1CS(=O)(=O)CC(=O)NCCCc1ccccc1	1.6	0.3	i	-2.5	2.4	2.5	-1.3	i	-0.7	-3.9
Cc1c(C(=O)NCc2cccc([N+](=O)[O-])c2)sc(=O)n1Cc1ccccc1F	-15.9	-3.1	i	-1.6	1.3	-1.6	-1.2	i	-0.1	.
CCCCNC(=O)CCCN1C(=O)c2cccnc2Sc2ccccc21	0.8	-1.3	i	0.5	-2.1	1.7	1.2	i	-0.9	-14.2
COc1cc(/C=N/NC(=O)c2ccc(C)nc2)cc([N+](=O)[O-])c1O	-13.8	-8.9	i	0.6	-0.3	-4.6	-1.9	i	0.6	1.2
Cc1nn(C)c(C)c1S(=O)(=O)N1CCCC(C(=O)NC2CCCCCC2)C1 (stereo not given)	-2.1	-1.6	i	3.6	-0.9	2.6	5.5	i	-1.3	-1.9
CC(C)(C)c1[nH]nc2c1C(c1ccccc1OC(=O)N1CCOCC1)C(C#N)=C(N)O2 (stereo not given)	1.6	-0.4	i	-1.5	4.4	1.1	4.2	i	-0.9	-8.0
Cc1c(NC(=S)NC(=O)c2ccco2)cccc1-c1nc2ncccc2o1	10.0	11.5	i	-2.5	10.0	-1.3	-5.5	i	1.6	2.6
CCCNC(=S)N1CCCC(c2nc3ccccc3[nH]2)C1 (stereo not given)	-3.3	2.2	i	-7.1	10.0	1.2	-6.7	i	-0.3	-8.3
CCSc1nnc(NC(=O)c2cccc(OCc3c(C)noc3C)c2)s1	1.6	5.1	i	-3.2	-1.7	2.1	-6.4	i	2.8	-0.7
Cc1cc(S(=O)(=O)Nc2cccnc2)c(C)s1	-5.0	-1.8	i	-0.3	-0.4	1.0	1.0	i	-0.1	-4.9
COC(=O)N/N=C(\C)c1ccc(OC(F)F)cc1	1.5	-1.0	i	2.5	-0.2	-1.5	-9.2	i	-0.5	-10.7
Cc1cc(Cl)ccc1OCC(=O)OCC(=O)N1CCC(C(N)=O)CC1	5.2	-1.5	i	4.6	1.2	-1.1	1.0	i	-1.0	5.8
N=C1/C(=C/c2cccn2CCOc2ccccc2)C(=O)N=C2SC=C(c3ccccc3)N12	1.2	7.1	i	-9.7	-0.4	0.7	10.2	i	3.9	-15.8
CCCC(C)NC(=O)c1ccc(C2SCC(=O)N2Cc2ccco2)cc1 (stereo not given)	2.7	1.1	i	-1.4	6.9	-0.8	1.5	i	0.6	-3.4

Sorted by the number under Scp1 inh (low to high): three of the compounds above.
SMILES	SUMO1-SIM PPI	CSN deneddyl inh	Rpn11 inh	DNMT1 inh	STEP block	Rin1 Abl inh	NadD inh	Neddyl block	LMPTP inh	Scp1 inh
N=C1/C(=C/c2cccn2CCOc2ccccc2)C(=O)N=C2SC=C(c3ccccc3)N12	1.2	7.1	i	-9.7	-0.4	0.7	10.2	i	3.9	-15.8
CCCC(C)NC(=O)c1ccc(C2SCC(=O)N2Cc2ccco2)cc1 (stereo not given)	2.7	1.1	i	-1.4	6.9	-0.8	1.5	i	0.6	-3.4
Cc1cc(Cl)ccc1OCC(=O)OCC(=O)N1CCC(C(N)=O)CC1	5.2	-1.5	i	4.6	1.2	-1.1	1.0	i	-1.0	5.8

Random draw from the library; overall some 3.8% were active at least once.
